# High-throughput results: PubChem BioAssay, several laboratories
# SR-BI HDL uptake = inhibitors of SR-BI mediated HDL lipid uptake, primary screen, ldlA[mSR-BI] cells, fluorescence, single point. Scavenger receptor class B member 1 (Mus musculus), Q61009. inhibition, % at 12.5 µM. 320,000 tested, 0.96% active. AID 488896, 2010. ldlA[mSR-BI] CHO cells, DiI-HDL uptake fluorescence, 3 h;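 active means mean replicate inhibition of at least 70% and a set share of replicates each scoring 70 or more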;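 further: 0% = median of neutral control wells and 100% = median of positive control wells; values of inactives mirror those of a sister screen read the other way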
# LANA DNA inh = inhibitors of KSHV C-LANA binding to DNA, primary screen, biochemical, fluorescence polarization, FAM-LBS DNA, MBP-C-LANA, single point | inhibition, % at 9 µM | 340,000 tested, 0.078% active;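 active means highest replicate inhibition at or above 60% at 9 µM, even if other replicates fall short; inactive means all replicates below 60% inhibition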;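 further: 0% = neutral control wells and 100% = 4 µM acridine orange control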
# RTF Ca sens inh = cardiac RTF calcium sensitivity inhibitors, primary screen, biochemical, IANBD-TnC fluorescence, EC70 calcium; inhibition, % at 7.15 µM; 340,000 tested, 0.12% active; IANBD-labeled cardiac RTF, Ca2+ fluorescence; Troponin I, cardiac muscle (Homo sapiens) + Troponin T, cardiac muscle (Homo sapiens) + …;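 active means inhibition above the mean inhibition of all tested compounds plus 3 SD, cut at about 17% in these data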;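 further: assay run at fixed EC70 calcium of 1.6 mM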
# PKA-R2B activ = activators of PKA-R2B holoenzyme, primary screen, biochemical, fluorescence polarization, Cy5-IP20, human. cAMP-dependent protein kinase catalytic subunit beta (Homo sapiens) + cAMP-dependent …. PKA-R2B holoenzyme dissociation; R2B truncated from residue 108, S112A mutant; 0% DMSO only, 100% 113 µM cGMP. activation, % at 11.4 µM. 340,000 tested, 0.079% active;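 active means activation above a cutoff set at the mean over all compounds plus 3 SD, cut at about 18% in these data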;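 further: higher means more holoenzyme dissociation and a rise in polarization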
# Target sequence (P31323 whole entry, looked up, other chains not shown, the tested form may be a part): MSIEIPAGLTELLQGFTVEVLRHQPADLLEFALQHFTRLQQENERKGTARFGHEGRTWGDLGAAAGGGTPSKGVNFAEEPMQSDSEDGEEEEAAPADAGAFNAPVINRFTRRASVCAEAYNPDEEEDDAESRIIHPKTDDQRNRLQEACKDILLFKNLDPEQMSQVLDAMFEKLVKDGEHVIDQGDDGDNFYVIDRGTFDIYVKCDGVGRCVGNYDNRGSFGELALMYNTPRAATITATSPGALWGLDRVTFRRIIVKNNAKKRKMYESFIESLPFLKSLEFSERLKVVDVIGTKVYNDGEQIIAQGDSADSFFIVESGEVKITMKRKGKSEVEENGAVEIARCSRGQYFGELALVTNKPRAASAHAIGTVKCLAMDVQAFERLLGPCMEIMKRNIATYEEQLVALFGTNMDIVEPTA
# DAGLB inhibitor = DAGLB lipase inhibitors, primary screen, biochemical, fluorescence, HTS. inhibition, % at 5.17 µM. HEK293T DAGLB membrane lysate, EnzChek fluorogenic substrate. 340,000 tested, 0.059% active; in the data active means inhibition above about 34%;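 further: 0% = enzyme with vehicle and 100% = wells lacking enzyme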
# Keap1 Nrf2 FP = Keap1-Nrf2 protein-protein interaction inhibitors, primary screen, biochemical, fluorescence polarization, single point | Kelch-like ECH-associated protein 1 (Homo sapiens), Q14145 | Keap1 Kelch-Nrf2 peptide fluorescence polarization, 1536-well | inhibition, % at 9.4 µM | 340,000 tested, 0.15% active; in the data active means inhibition above about 12%;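 further: human Keap1 Kelch domain with fluorescein labeled Nrf2 9mer peptide probe; 0% = neutral control wells and 100% = peptide positive control; higher means more block of Keap1 binding to Nrf2 peptide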
# Target sequence (Q14145 whole entry, looked up, the tested form may be a part): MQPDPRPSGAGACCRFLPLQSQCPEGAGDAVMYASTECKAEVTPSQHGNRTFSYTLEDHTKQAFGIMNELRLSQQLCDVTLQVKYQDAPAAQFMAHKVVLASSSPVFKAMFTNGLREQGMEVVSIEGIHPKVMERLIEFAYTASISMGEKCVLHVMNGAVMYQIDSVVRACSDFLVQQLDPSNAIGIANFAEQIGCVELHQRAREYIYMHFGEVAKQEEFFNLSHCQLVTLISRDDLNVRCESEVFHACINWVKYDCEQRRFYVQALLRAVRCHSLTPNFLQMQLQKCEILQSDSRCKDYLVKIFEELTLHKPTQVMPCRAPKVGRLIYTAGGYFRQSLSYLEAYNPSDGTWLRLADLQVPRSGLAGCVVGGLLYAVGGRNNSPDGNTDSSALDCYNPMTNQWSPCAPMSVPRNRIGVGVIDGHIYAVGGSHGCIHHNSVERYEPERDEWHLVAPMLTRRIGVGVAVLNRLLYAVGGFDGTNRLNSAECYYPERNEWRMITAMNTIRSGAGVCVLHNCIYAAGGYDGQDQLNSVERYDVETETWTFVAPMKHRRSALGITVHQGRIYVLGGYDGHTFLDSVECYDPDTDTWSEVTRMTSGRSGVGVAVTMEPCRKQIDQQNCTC
# Arrestin-AP2 inh = inhibitors of beta-arrestin/AP2 binding, primary screen, biochemical, GPCR trafficking, flow cytometry. inhibition, % at 10 µM. FITC-arrestin peptide / GST-AP2 beads; AP2 beta2 appendage carries R879A mutation. beta-arrestin 1 C-terminal peptide binding to AP2 beta2-adaptin appendage (human). AID 504490, 2011. 340,000 tested, 0.31% active;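 active means inhibition above a set limit, near 3 SD of compounds lacking own fluorescence, cut at about 54% in these data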;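 further: plate controls were DMSO wells for no effect and 5 µM unlabelled arrestin peptide for full effect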
#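 System: GST-tagged AP2 beta2-adaptin appendage (R879A) on 4 µm glutathione beads / Reagent: FITC-arrestin peptide, 50 nM / Detection: HyperCyt-sampled flow cytometry, FL1 channel, ex 488/em 535 nm / Timing: 12 min plus 1 h, RT / Buffer or medium: PBS plus Tween 20 (0.05%) and BSA (0.1%)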
# SR-BI DiI-HDL act = activators of SR-BI mediated DiI-HDL uptake, primary screen, ldlA[mSR-BI] CHO cells, DiI fluorescence | 3 h; 100 = double the neutral-control signal | activation, % at 12.5 µM | 320,000 tested, 0.096% active | AID 504775, 2011;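 active means mean replicate activation of at least 60% and every replicate at or above 60%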;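 further: 0% = median plate neutral-control signal and 100% = twice that signal; values of inactives mirror those of a sister screen read the other way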
#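 System: LDL receptor-deficient CHO ldlA cells overexpressing murine SR-BI | Timing: 3 h uptake period with compound, 37 °C | Medium: HEPES-buffered (25 mM, pH 7.4) F12 plus 0.5% BSA | Dosing: Single-point compound dose | Signal: Bottom-read fluorescence, 550/595 nm | Read-out: Retained DiI signal reflecting DiI-HDL uptake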
# PvdQ acylase = P. aeruginosa PvdQ acylase inhibitors, primary screen, biochemical, fluorescence, plate reader and imaging, single point; PvdQ acylase [Pseudomonas aeruginosa LESB58]; AID 488965, 2010; purified PvdQ acylase; 340,000 tested, 0.063% active; inhibition, % at 10 µM; in the data active means inhibition above about 30%, passing the limit was not always enough;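 further: 0% = vehicle neutral wells and 100% = reference inhibitor wells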
# NSD2 inh = NSD2 histone methyltransferase inhibitors, primary screen, biochemical, AlphaScreen, single concentration, set 2; Histone-lysine N-methyltransferase NSD2 (Homo sapiens), O96028; NSD2 peptide methylation, 120 min; inhibition, % at 12.5 µM; 310,000 tested, 0.54% active; in the data active means inhibition above about 50%
# An asterisk follows results filed as active; x = no result given. No enrichment for hits; 2.1% or so of the library scored in one or more.
SMILES	SR-BI HDL uptake	LANA DNA inh	RTF Ca sens inh	PKA-R2B activ	DAGLB inhibitor	Keap1 Nrf2 FP	Arrestin-AP2 inh	SR-BI DiI-HDL act	PvdQ acylase	NSD2 inh
CN(C)/C=N/c1sccc1C(N)=O	-40.9	1.8	-4.0	-8.1	-2.0	3.6	30.7	40.9	7.7	11.2
CC(=O)c1ccc(NC(=O)C(C)n2nc(-c3ccccc3)c3cc(Cl)ccc32)cc1 (stereo not drawn)	23.7	2.1	-3.9	-5.2	-3.1	-7.9	17.0	-23.7	0.4	x
Cc1ccc(C(=O)NC2CCCCCCC2)c(Cl)c1	-9.4	-0.9	-5.3	-3.2	-6.0	-0.9	21.9	9.4	-10.6	1.4
CCOCCc1c(O)nc(SCCOc2ccc(C)c(C)c2)[nH]c1=O	-23.2	0.2	-3.1	-11.3	-2.9	0.1	-6.3	23.2	-16.2	1.6
Cc1ccccc1-n1c(C)cc(/C=C2\NC(=O)NC2=O)c1C	-5.5	-0.4	1.0	0.8	1.5	-1.7	23.9	5.5	4.7	-0.7
Cc1[nH]n(-c2ccccc2)c(=O)c1/C=N/NC(=O)COc1ccccc1[N+](=O)[O-]	45.9	-0.7	-10.3	6.2	4.3	4.4	2.6	-45.9	-4.3	16.8
Clc1ccc(C2=NNC(=NCc3ccccc3)SC2)cc1	-7.9	-0.7	-1.8	1.5	-1.9	1.1	9.3	7.9	6.6	-0.8
C[C@@]12C(=O)NCC(=O)N1[C@@H]1c3cc(Br)ccc3OC[C@@H]1[C@@H]2c1ccccc1	1.7	-1.4	-11.8	-2.8	-0.2	-7.1	8.8	-9.7	-13.5	x
COc1ccc(CN2CCN(C(=O)c3cccs3)CC2)cc1Br	x	-0.7	-2.7	-9.9	-1.4	-4.8	-8.6	x	-12.0	4.0
Cc1noc(C)c1C(=O)Nc1nc(C23CC4CC(CC(C4)C2)C3)cs1	33.2	2.7	-3.5	-7.6	-1.8	3.3	1.0	-33.2	-15.4	0.2
Cc1cc(=O)oc2c3c(cc(OCC(=O)NCc4ccccc4)c12)OC(C)(C)CC3	79.7*	-0.9	4.4	-9.7	-11.8	-0.3	1.6	-79.7	-12.6	x
S=C(NCCCN1CCOCC1)N1CCN(c2nc(-c3ccc(Cl)cc3)cs2)CC1	60.9	0.2	4.5	-9.2	2.4	-2.2	-6.9	-60.9	-3.4	x
O=C(O)/C=C\C(=O)Nc1ccc(Oc2ccc(Br)cc2)cc1	-22.3	-0.6	-7.4	-1.5	-0.2	-4.4	-0.5	22.3	-6.3	-3.5
Cc1ccc(S(=O)(=O)NCc2ccccc2)cc1C(=O)N(C)Cc1ccc(F)cc1	3.1	-1.4	1.3	4.3	-1.2	0.9	23.4	-3.1	-1.9	-0.5
CS(=O)(=O)c1ccc(C(=O)OCc2nnc(-c3ccc(Cl)cc3)o2)cc1[N+](=O)[O-]	-1.5	-0.5	1.9	-3.4	-10.0	-2.3	13.4	1.5	-11.2	x
O=C(Cn1nnc2ccccc21)OCC(=O)c1ccc(Cl)c(Cl)c1	4.5	0.2	-2.3	-0.3	-3.4	-0.3	7.2	-4.5	-7.7	-1.2
CC1=NOC(=O)/C1=C/c1ccc(-c2ccc(Cl)cc2)o1	-15.9	0.9	-4.4	3.2	28.0	-0.4	6.1	15.9	-16.3	11.9
CCOC(=O)N1CCN(C(=O)CN(c2cccc(C(F)(F)F)c2)S(=O)(=O)c2ccccc2)CC1	-23.1	0.6	11.2	8.8	-7.6	3.8	12.7	23.1	4.4	33.2
CCOC(=O)C1(CCc2ccccc2)CCN(Cc2nccn2CC)CC1	26.6	-0.9	-0.5	9.8	3.8	-0.6	19.2	-26.6	-6.6	-4.8
COc1ccc(C(O)(C(C)C)C(CN2CCOCC2)c2ccccc2)cc1 (stereo not drawn)	2.2	3.3	-9.0	-9.2	-1.6	2.3	6.1	-2.2	3.0	-0.2
Cc1ccc(C(=O)Nc2ccccc2C(=O)NCc2ccco2)cc1	8.4	-0.2	2.9	5.5	-8.1	-1.2	2.2	-8.4	-2.1	-0.1
Cc1cccc(NC(=O)NCc2ccc3c(c2)OCO3)c1	2.5	-0.4	-11.9	-1.0	-0.4	3.3	1.5	-2.5	-12.5	-5.1
Cn1c(Cn2nnc3ccccc32)nnc1SCC(=O)Nc1nccs1	-23.0	1.9	-8.0	-27.5	1.2	-1.2	38.6	23.0	16.2	2.2
CC(Oc1ccccc1Cl)c1nnc(N)s1 (stereo not drawn)	-9.4	2.8	0.1	-3.2	3.9	-4.6	6.5	9.4	6.9	0.2
C=CCOC(=O)C1=C(C)NC(=O)NC1c1ccc(O)cc1 (stereo not drawn)	-9.5	0.5	-2.1	-6.1	-4.1	-5.5	-7.5	9.5	-21.9	-2.1
COc1ccc(S(=O)(=O)N(C)c2ccc(C(=O)N3CCCC3)cc2)cc1OC	x	-0.7	-0.5	10.0	0.0	-0.2	-2.8	x	-6.7	-4.4
CC1CCC(C(C)C)C(OC(=O)COC(=O)c2cccn2C)C1 (stereo not drawn)	15.0	-0.9	-9.0	-5.4	-17.5	2.1	8.6	-15.0	-17.3	8.2
COc1ccc(/C=C/C(=O)NC(=S)NNC(=O)c2cc(OC)c(OC)c(OC)c2)cc1	16.0	-0.2	3.2	-8.3	1.0	-1.7	19.1	-16.0	0.4	2.6
CC(C)CCOc1ccc(C(=O)NCCC(=O)N2CCOCC2)cc1	5.6	-1.0	-0.8	-8.0	-2.7	-9.9	2.6	-5.6	-23.7	-0.8
CCn1c(N)nc2ccccc21	-17.4	-2.2	-6.6	1.0	0.6	-2.2	0.6	17.4	-20.9	-0.8

# An excerpt from above in order of the PvdQ acylase value, falling.
SMILES	SR-BI HDL uptake	LANA DNA inh	RTF Ca sens inh	PKA-R2B activ	DAGLB inhibitor	Keap1 Nrf2 FP	Arrestin-AP2 inh	SR-BI DiI-HDL act	PvdQ acylase	NSD2 inh
Cn1c(Cn2nnc3ccccc32)nnc1SCC(=O)Nc1nccs1	-23.0	1.9	-8.0	-27.5	1.2	-1.2	38.6	23.0	16.2	2.2
Clc1ccc(C2=NNC(=NCc3ccccc3)SC2)cc1	-7.9	-0.7	-1.8	1.5	-1.9	1.1	9.3	7.9	6.6	-0.8
COc1ccc(/C=C/C(=O)NC(=S)NNC(=O)c2cc(OC)c(OC)c(OC)c2)cc1	16.0	-0.2	3.2	-8.3	1.0	-1.7	19.1	-16.0	0.4	2.6

# Continued:
SMILES	SR-BI HDL uptake	LANA DNA inh	RTF Ca sens inh	PKA-R2B activ	DAGLB inhibitor	Keap1 Nrf2 FP	Arrestin-AP2 inh	SR-BI DiI-HDL act	PvdQ acylase	NSD2 inh
COc1ccc(CCNc2ncnc3c2c(C)c(C)n3CCCN(C)C)cc1OC	-5.4	1.0	-4.5	7.1	-0.8	-6.2	7.0	5.4	-18.2	9.8
CCn1cc2nc(SCC(=O)Nc3ccc(OC)c(OC)c3)n(Cc3ccc(OC)cc3)c(=O)c2n1	20.4	1.9	-12.4	-1.8	3.1	0.4	12.9	-20.4	-2.5	-2.4
O=C(NNC1CC(=O)N(c2ccc3c(c2)OCCO3)C1=O)c1ccccc1 (stereo not drawn)	-4.6	-1.3	1.1	4.0	-3.2	0.3	17.6	4.6	-0.3	4.9
NC(=O)C1(N2CCCCC2)CCN(C(=O)CSc2nc3ccccc3o2)CC1	-22.6	44.1	-3.0	5.5	-3.7	-2.3	9.3	22.5	4.6	-0.2
O=C(O)CSc1ccccc1C(=O)O	7.1	-0.4	-13.2	-5.7	-0.1	2.2	-13.2	-7.1	-6.7	-3.7
Cc1nc2ccccc2nc(C)c1=NOCc1cccc(Cl)c1	-7.0	-1.1	-4.5	-0.5	-2.8	-1.2	7.4	7.0	-2.2	x
COc1ccc(S(=O)(=O)N2CCCCCC2)cc1C(=O)N(C)Cc1cccc(OC)c1OC	1.2	-0.1	-8.3	2.5	0.1	-4.6	4.0	-1.2	4.0	-0.6
COc1ccc(OCCC(=O)OCC(=O)NC2CCCCC2)cc1	-6.1	-0.3	4.0	7.3	-1.8	-5.6	-10.6	6.1	-9.8	-0.5
CCc1nc(SCc2cc(=O)[nH]c3ccccc23)c2c(C)c(C)sc2n1	21.6	2.0	-4.1	-2.2	0.0	-3.4	27.9	-21.6	-3.6	2.9
O=C(NCCc1ccccc1)C1CCN(S(=O)(=O)c2cccc3nsnc23)CC1	22.0	-1.0	-8.4	2.9	-3.1	3.1	1.4	-22.0	-9.7	-2.5
COc1cc(/C=C\C(=O)NCc2ccc3[nH]c(C)cc3c2)cc(OC)c1OC	75.5*	-0.4	1.2	-10.6	0.9	-5.5	-6.3	-75.5	-7.6	x
O=C(Cc1cccc2ccccc12)Nc1cccnc1	10.6	0.6	-4.0	1.4	-1.7	0.3	23.1	-10.6	-2.8	-2.1
COc1ccccc1N1CCN(CCN(C(=O)c2ccc(F)cc2)c2ccccn2)CC1	11.9	0.5	-0.1	-0.2	-2.0	-3.3	-2.5	-11.9	-11.3	x
CCOC(=O)Nc1ccc2c(c1)N(C(=O)CCN(C)C)c1ccccc1CC2	-21.2	-0.2	-4.2	3.1	-0.7	-1.1	-12.4	21.2	8.1	-2.0
COc1cccc(CNC(=O)CC2Sc3ccccc3NC2=O)c1 (stereo not drawn)	8.2	0.3	-1.9	2.7	-0.9	-2.9	12.0	-8.2	-2.1	-0.5
Cc1ccc(C(=O)c2cc([N+](=O)[O-])ccc2N2CCOCC2)c(C)c1	81.0*	-0.4	2.1	3.7	1.9	-3.7	-9.0	-81.0	-22.3	2.8
CC1CCN(CC(O)COc2ccc(OCC(O)CN3CCC(C)CC3)cc2)CC1 (stereo not drawn)	-5.5	0.2	-11.4	-5.4	0.2	0.9	-1.2	5.5	-16.3	2.6
O=C1/C(=C/c2ccc(F)cc2)SC(=S)N1CCCC(=O)N1CCCCC1CCO (stereo not drawn)	-5.6	0.6	2.5	-9.5	1.3	-4.6	9.7	5.6	-3.1	4.3
